Screens: PubChem, Johns Hopkins Ion Channel Center
RGS4 inh: human RGS4 inhibition; P49798; HEK293 M3R/RGS4 inducible, Fluo-4 calcium flux; hits give high values; triggered by carbachol at its EC20; B-score at 10 µM; 0.45% of 310,000 active;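 active = B-score, a plate-corrected calcium signal, over three deviations above library mean, with baseline fluorescence within five deviations of library mean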;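 also: RGS4 expression induced by doxycycline in cells with stable M3 receptor; B-score is computed from the integrated fluorescence ratio over baseline after carbachol; higher B-score means a larger calcium signal and so more RGS4 inhibition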
MrgX1 ag: agonists of human MrgX1 receptor | Q96LB2 | MrgX1-HEK293 cells, Fluo-4 calcium fluorescence, agonist mode; hits give high values | B-score at 10 µM | 0.44% of 310,000 active;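 active = calcium response B-score plate-corrected fluorescence ratio at least 3 library SD, with starting fluorescence B-score inside 5 SD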
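Test system: HEK293 cells stably expressing human MrgX1 receptor; Input: fifteen thousand cells per well; Dosing: compound delivered in addition one of three; Schedule: overnight seeding, then 1 h dark dye loading; Technique: Fluo-4 NW calcium fluorescence; Measure: B-scored fluorescence response ratio; Controls: positive and negative controls per plate.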
TRPC6 act: activators of mouse TRPC6 channel; Q61143; HEK293-TRPC6 membrane potential dye fluorescence; hits give high values; B-score at 10 µM; 0.13% of 310,000 active; AID 2550;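 active = B-score of the integrated fluorescence ratio above library mean plus 3 SD, and starting fluorescence ratio within library mean plus 5 SD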;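 also: higher score means more depolarization so channel activation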
TRPC4 agonist: activators of mouse TRPC4 channel; HEK293 TRPC4beta/mu-opioid, Fluo4 calcium fluorescence; hits give high values; 0.49% of 310,000 active; B-score at 10 µM; Q9QUQ5;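 active = B-score above 5 SD of library B-scores, and initial fluorescence ratio not above library mean plus 5 SD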;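 also: positive B-score marks a calcium rise read as TRPC4 activation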
Target sequence (Q9QUQ5 whole entry, looked up): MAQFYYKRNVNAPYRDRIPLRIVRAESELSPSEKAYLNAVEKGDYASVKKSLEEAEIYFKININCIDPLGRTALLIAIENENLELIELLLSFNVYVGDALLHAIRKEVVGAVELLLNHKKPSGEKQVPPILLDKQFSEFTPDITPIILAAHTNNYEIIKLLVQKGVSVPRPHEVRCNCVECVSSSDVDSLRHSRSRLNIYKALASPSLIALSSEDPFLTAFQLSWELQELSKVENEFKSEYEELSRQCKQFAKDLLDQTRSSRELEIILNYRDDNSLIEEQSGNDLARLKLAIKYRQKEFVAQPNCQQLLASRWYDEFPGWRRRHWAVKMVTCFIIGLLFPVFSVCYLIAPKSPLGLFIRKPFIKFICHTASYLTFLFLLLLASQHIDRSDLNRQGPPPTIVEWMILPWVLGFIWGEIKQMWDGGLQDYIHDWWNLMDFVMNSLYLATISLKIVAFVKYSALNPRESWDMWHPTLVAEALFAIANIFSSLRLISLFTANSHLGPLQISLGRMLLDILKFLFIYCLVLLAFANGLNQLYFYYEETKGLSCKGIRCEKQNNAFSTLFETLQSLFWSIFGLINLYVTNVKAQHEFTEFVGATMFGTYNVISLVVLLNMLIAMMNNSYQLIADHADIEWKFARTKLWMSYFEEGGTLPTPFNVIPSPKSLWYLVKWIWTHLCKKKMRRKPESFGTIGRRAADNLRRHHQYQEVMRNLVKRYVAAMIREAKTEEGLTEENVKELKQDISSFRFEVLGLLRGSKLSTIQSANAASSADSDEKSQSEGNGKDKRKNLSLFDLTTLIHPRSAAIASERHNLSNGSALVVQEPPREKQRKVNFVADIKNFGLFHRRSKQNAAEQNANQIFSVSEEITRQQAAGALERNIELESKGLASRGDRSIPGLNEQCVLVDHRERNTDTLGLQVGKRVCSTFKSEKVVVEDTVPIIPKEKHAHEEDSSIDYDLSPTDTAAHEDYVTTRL
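System – HEK293 cells stably co-expressing mouse TRPC4beta and mu-opioid receptor · Signal – Fluo4 calcium-sensitive dye fluorescence, kinetic, 1 Hz baseline · Benchmarks – buffer (low) and maximal DAMGO (high) · Read-out – B score of integrated fluorescence ratio per well · Incubation – dye loading 45 min room temperature, 110 s kinetic read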
MrgX1 PAM: allosterically activates human MrgX1 receptor signaling; 0.63% of 310,000 active; MrgX1-HEK293, Fluo-4 calcium flux, FDSS; hits give high values; AID 588675; B-score at 10 µM;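 active = plate-corrected calcium response at least 3 library SD above typical, normal starting fluorescence, not activating the receptor alone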;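 also: compound read alongside a low EC10 to EC30 dose of BAM8-22 agonist; peak minus trough fluorescence over baseline measured at the second addition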
TRPC4 potent: allosterically enhances the mouse TRPC4 cation channel; HEK293 TRPC4beta/mu-opioid, DAMGO EC20, Fluo-4 Ca2+ flux; hits give high values; B-score at 10 µM; 0.42% of 310,000 active;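 active = B-score of calcium response area above 5 SD of library B-scores, with initial fluorescence ratio within 5 SD of library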;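 also: B-score of integrated fluorescence ratio over time as area under calcium response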
MrgX1 antagonist: antagonists of human MrgX1 receptor | Q96LB2 | MRGX1-HEK293 calcium flux, Fluo-4, BAM8-22 antagonism; hits give low values | B-score at 10 µM | 1.3% of 310,000 active | AID 588676;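 active = calcium-response B-score plate-corrected more than 3 library SD below zero, starting fluorescence within 5 deviations, no agonist response on first addition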;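 also: peak minus trough fluorescence over baseline after final BAM8-22 challenge near maximal dose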
TRPC6 inh: mouse TRPC6 channel inhibition | B-score at 10 µM | AID 2553 | HEK293-TRPC6, membrane potential dye, ACh-evoked depolarization; hits give low values | 1.1% of 310,000 active | Q61143;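 active = B-score under library mean minus 3 SD, initial fluorescence not abnormally high, positive integrated signal ratio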;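 also: B-score derived from integrated fluorescence ratio over the kinetic read; more negative B-score means stronger inhibition of depolarization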
TMEM16A act: activators or potentiators of mouse TMEM16A chloride channel | Q8BHY3 | 0.3% of 340,000 active | B-score at 10 µM | HEK293 TMEM16A/YFP-H148Q/I152L, iodide quench fluorescence; hits give low values | AID 623877;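 active = fluorescence-ratio B-score plate-corrected deviation score at least 3 library SD below zero, with starting fluorescence score within 5 deviations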;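 also: channel opened by trigger with iodide after compound preincubation; score built on the fluorescence ratio of max minus min over baseline; more negative score means more quench and so TMEM16A activation or potentiation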
ANO1 block: blocks the mouse calcium-activated chloride channel TMEM16A. HEK293 TMEM16A/YFP iodide influx fluorescence, ionomycin. 1.2% of 310,000 active. normalized B-score (activity score, 25-100; higher = stronger inhibition) at 10 µM. AID 588511. Q8BHY3;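 active = ratio plate-corrected score three or more library SD toward inhibition, starting fluorescence score within five deviations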;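 also: score derived from kinetic fluorescence span divided by baseline fluorescence per well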
TRPC4 block: inhibitors of mouse TRPC4 channel; HEK293 TRPC4beta/mu-opioid, DAMGO-evoked Fluo4 calcium flux; hits give low values; B-score at 10 µM; 0.39% of 300,000 active; AID 2247;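 active = B-score over 3 SD under the library average, no early fluorescence shift, positive overall ratio signal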
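System: stable TRPC4beta/mu-opioid receptor HEK293 cells; Dosing: single-point compound dosing; Measured by: Fluo4 Ca2+ flux fluorescence; Read-out basis: per-well B score of integrated baseline-normalized Fluo4 ratio.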
* = called active by the depositor; i = inactive; nt = no result given.

SMILES | RGS4 inh | MrgX1 ag | TRPC6 act | TRPC4 agonist | MrgX1 PAM | TRPC4 potent | MrgX1 antagonist | TRPC6 inh | TMEM16A act | ANO1 block | TRPC4 block
Cc1[nH]n(-c2ccccc2)c(=O)c1N=Nc1ccccc1C(=O)O | i | i | i | i | i | i | i | i | i | i | i
CN1CCN(CCCCOc2cccc3ccccc23)CC1 | i | i | i | i | i | i | i | i | i | i | i
COc1ccc(CNC(=O)CCS(=O)(=O)c2ccc3c(c2)NC(=O)C(C)S3)cc1 (configuration not stated) | i | i | i | i | i | i | i | i | i | i | i
O=C(NC(=S)Nc1cccc2cccnc12)c1ccccc1 | i | i | i | i | i | i | i | i | i | i | i
Cn1c(=O)c2cc3ccccc3nc2n(C)c1=O | i | i | i | i | i | i | i | i | i | i | i
CNC(=O)NC(=O)C(C)Oc1ccccc1F (configuration not stated) | i | i | i | i | i | i | i | i | i | i | i
CCC1=[N+](CC(=O)c2ccc(C)cc2)CCn2cccc21 | i | i | i | i | i | i | i | i | i | i | i
Cc1nn(Cc2ccc(Cl)cc2)c(C)c1NC(=O)c1cc(-c2ccc3c(c2)OCO3)on1 | i | i | i | i | i | i | i | i | i | i | i
CC1(C)NC(=O)N(CC(=O)Nc2cc(C(F)(F)F)cc(C(F)(F)F)c2)C1=O | i | i | i | i | i | i | i | i | i | i | i
COC(=O)[C@H](CCSC)NC(=O)Nc1ccc(C)cc1C | i | i | i | i | i | i | i | i | i | i | i
Oc1c(C(Nc2cccc(C(F)(F)F)c2)c2cccnc2)ccc2cccnc12 (configuration not stated) | i | i | i | i | i | i | i | i | i | i | i
COc1ccc(Cl)cc1NS(=O)(=O)c1c(C)[nH]c(C)c1C(=O)N1CCCCC1 | i | i | i | i | i | i | i | i | i | i | i
O=C(CN(Cc1ccco1)C(=O)CNS(=O)(=O)c1ccc(Cl)cc1)NCc1ccc(F)cc1 | i | i | i | i | i | i | i | i | i | i | i
O=C1C2CC=CCC2C(=O)N1c1ccc(N2CCN(c3ccccn3)CC2)c([N+](=O)[O-])c1 (configuration not stated) | i | i | i | i | i | i | i | i | i | i | i
O=S(=O)(NN1CCOCC1)c1cc(Cl)cc(Cl)c1O | i | i | i | i | i | i | i | i | i | i | i
CCOC(=O)N1CCN(C(=O)CSc2nc3c([nH]c4ccccc43)c(=O)n2C)CC1 | i | i | i | i | i | i | i | i | i | i | i
O=C(NC(=S)N1CCN(c2ccc(F)cc2)CC1)C12CC3CC(CC(C3)C1)C2 | i | i | i | i | i | i | i | i | -5.4* | i | i
COc1cccc(OC)c1OCCCN1CCC(Cc2ccccc2)CC1 | i | i | i | i | i | i | i | i | i | i | i
CCc1nc(CN2CCN(c3cc(C(F)(F)F)ccn3)CC2)c(C)[nH]1 | i | i | i | i | i | i | i | i | i | i | i
CN(Cc1cc2ccccc2[nH]c1=O)C(=O)C1CCCCC1 | i | i | i | i | i | i | i | i | i | i | i
O=S1(=O)CCN(Cc2ccc(Cl)c(Cl)c2)CC1 | i | i | i | i | i | i | i | i | i | i | i
Cc1sc2ncnc(N3CCC(C(=O)Nc4nc(-c5ccc(F)cc5)cs4)CC3)c2c1C | i | i | i | i | i | i | i | i | i | i | i
Cc1nn2c3ccccc3n(Cc3ccccc3)c2nc1=O | i | i | i | i | i | i | i | i | -20* | i | i
CCn1nnc(-c2ccccc2NC(=O)c2cnccn2)n1 | i | i | i | i | i | i | i | i | i | i | i
O=C(Nc1ccccn1)c1ccc(Cl)s1 | i | i | i | i | i | i | i | i | i | i | i
CC1CCC(NC(=O)c2cc(S(=O)(=O)N(C)C)ccc2N2CCCC2)CC1 (configuration not stated) | i | i | i | i | i | i | i | i | i | i | i
Cc1occc1-c1nnc(SCC(=O)c2c[nH]c3ccccc23)n1C | nt | i | nt | nt | i | nt | i | nt | i | i | nt
CN1CCN(CC(=O)Nc2cccc([N+](=O)[O-])c2)CC1 | i | i | i | i | i | i | i | i | i | i | i
COCCNC(=O)CCC(=O)NNc1nc2ccccc2c2nc(C)nn12 | i | i | i | i | i | i | i | i | i | i | i
COc1ccccc1N1CCN(C(c2cccs2)C(C)NC(=O)c2ccncc2)CC1 (configuration not stated) | i | i | i | i | i | i | i | i | i | i | i
Cc1c(Cl)cccc1Nc1nc(N)nc(CSc2ncccn2)n1 | i | i | i | i | i | i | i | i | i | i | i
O=C(CN1C(=O)COc2ccc(S(=O)(=O)N3CCCC3)cc21)Nc1cccc(F)c1 | i | i | i | i | i | i | i | i | i | i | i
CC(=O)OCC1=C(C(=O)O)N2C(=O)C(NC(=O)Cn3nc(C(F)F)c(Cl)c3C)C2SC1 (configuration not stated) | i | i | i | i | i | i | i | i | i | i | i
CCNC(=S)N1CCN(c2ccc([N+](=O)[O-])cc2)CC1 | i | i | i | i | i | i | i | i | i | i | i
CCn1c(SCC(N)=O)nnc1-c1ccc2c(c1)OCO2 | i | i | i | i | i | i | i | i | i | i | i
CCc1nc(SCC(=O)Nc2ccc(Br)cn2)n[nH]1 | i | i | i | i | i | i | i | i | i | i | i
Cc1ccc(S(=O)(=O)NCCC(=O)Nc2nnc(C)s2)cc1 | i | i | i | i | i | i | i | i | i | i | i
CN(C=O)CP(=O)(O)CN1CCCCC1 | i | nt | i | i | nt | i | nt | i | nt | nt | i
CCn1nccc1C(=O)Nc1ccc(Cl)cc1Cl | i | i | i | i | i | i | i | i | i | i | i
COc1cccc(S(=O)(=O)NCC(=O)Nc2ccc(C(C)(C)C)cc2)c1 | i | i | i | i | i | i | i | i | i | i | i
O=C(O)C1C2CCC(O2)C1C(=O)Nc1ccccc1Br (configuration not stated) | i | i | i | i | i | i | i | i | i | i | i
COc1ccc(OC)c(S(=O)(=O)NCc2cccnc2)c1 | i | i | i | i | i | i | i | i | i | i | i
COc1ccc(Cl)cc1C(=O)Nc1ccccc1N1CCN(C(=O)C(C)C)CC1 | i | i | i | i | i | i | i | i | i | i | i
CC1CCN(C2CCN(S(=O)(=O)c3ccc(F)cc3)CC2)CC1 | i | i | i | i | i | i | i | i | i | i | i
CC(=O)N[C@H](Cc1c[nH]c2ccccc12)C(=O)O | i | i | i | i | i | i | i | i | i | i | i

Profiles, quoted from the list:
CN1CCN(CCCCOc2cccc3ccccc23)CC1 is entered as RGS4 inh = i; MrgX1 ag = i; TRPC6 act = i; TRPC4 agonist = i; MrgX1 PAM = i; TRPC4 potent = i; MrgX1 antagonist = i; TRPC6 inh = i; TMEM16A act = i; ANO1 block = i; TRPC4 block = i
Cc1nn(Cc2ccc(Cl)cc2)c(C)c1NC(=O)c1cc(-c2ccc3c(c2)OCO3)on1 is entered as RGS4 inh = i; MrgX1 ag = i; TRPC6 act = i; TRPC4 agonist = i; MrgX1 PAM = i; TRPC4 potent = i; MrgX1 antagonist = i; TRPC6 inh = i; TMEM16A act = i; ANO1 block = i; TRPC4 block = i

Next part.
SMILES | RGS4 inh | MrgX1 ag | TRPC6 act | TRPC4 agonist | MrgX1 PAM | TRPC4 potent | MrgX1 antagonist | TRPC6 inh | TMEM16A act | ANO1 block | TRPC4 block
COc1ccc(C(=O)NC2CCCc3ccccc32)cc1OC1CCN(C(C)=O)CC1 (configuration not stated) | i | i | i | i | i | i | i | i | i | i | i
CC(Cc1c[nH]c2ccccc12)C(=O)O (configuration not stated) | i | i | i | i | i | i | i | i | i | i | i
CCOc1ccc(C=NCC(O)c2ccccc2)cc1 (configuration not stated) | i | i | i | i | i | i | i | i | i | i | i
CCc1cc2c(=O)c(-c3nc4ccccc4[nH]3)coc2c(CN2CCCCC2C)c1O (configuration not stated) | i | i | i | i | i | i | i | i | i | i | i
COc1ccc(C2=CC(=O)CCC2)cc1 | i | i | i | i | i | i | i | i | i | i | i
COc1ccccc1NC(=S)NNC(=O)c1ccc(Cl)cc1Cl | i | i | i | i | i | i | i | i | i | i | i
Cn1c(CNC(=O)c2ccccc2F)nnc1SCC(=O)Nc1nnc(C2CC2)s1 | i | i | i | i | i | i | i | i | i | i | i
O=C(Nc1cc(C(F)(F)F)ccc1N1CCOCC1)c1ccc(F)cc1 | i | i | i | i | i | i | i | i | i | i | i
COc1cccc(CN(C)CC(=O)Nc2cccc(C(F)(F)F)c2)c1OC | i | i | i | i | i | i | i | i | i | i | i
COc1cccc(CN2CCN(C3CCN(c4cccc(C)c4C)CC3)CC2CCO)c1 (configuration not stated) | i | i | i | i | i | i | i | i | i | i | i
Cc1nn(-c2ccccc2)c(C)c1/C=C/C(=O)OCC(=O)N(C)C1CCS(=O)(=O)C1 (configuration not stated) | i | i | i | i | i | i | i | i | i | i | i
CCn1c(SCc2cccc(OC)c2)nc2ccccc2c1=O | i | i | i | i | i | i | i | i | i | i | i
COC(=O)c1ccc(CSc2nnc(-c3ccncc3)o2)cc1 | i | i | i | i | i | i | i | i | i | i | i
Cc1ccc(-c2csc3ncnc(SCC(N)=O)c23)cc1 | i | i | i | i | i | i | i | i | i | i | i
O=C(NC(=S)Nc1cccc2c(O)cccc12)c1ccccc1[N+](=O)[O-] | i | i | i | i | i | i | i | i | i | i | i
COCCCN(C(=O)Nc1ccc(C)c(C)c1)C(C)c1ccccn1 (configuration not stated) | i | i | i | i | i | i | i | i | i | i | i
CSc1ccccc1NC(=O)C(=O)c1c[nH]c2ccccc12 | i | i | i | i | i | i | i | i | i | i | i
Cc1cc(C)n2nc(N)c(N=Nc3ccccc3)c2n1 | i | i | i | i | i | i | i | i | i | i | i
O=C1CCC([N+](=O)[O-])C(c2cccc(Br)c2)N1 (configuration not stated) | i | i | i | i | i | i | i | i | i | i | i
COc1cc(OC)cc(N(C(=O)c2ccco2)C(C(=O)NC2CCCC2)c2ccc(N3CCOCC3)cc2)c1 (configuration not stated) | i | i | i | i | i | i | i | i | i | i | i
CC(NC(=O)C(=O)N1CCOCC1)C(c1cccs1)N1CCN(c2ccccc2F)CC1 (configuration not stated) | i | i | i | i | i | i | i | i | i | i | i
O=C(O)COc1ccccc1C(Nc1ccccn1)c1cc(Cl)c2cccnc2c1O (configuration not stated) | i | i | i | i | i | i | i | i | i | i | i
Cc1ccc(Nc2ncnc3c2nnn3Cc2ccccc2)cc1 | i | i | i | i | i | i | i | i | i | i | i
